Compound activity: PubChem, several laboratories
PERK inh: inhibitors of human PERK kinase; Q9NZJ5; CHO PERK-DD fusion, SEAP luminescence translation reporter; inhibition, % at 5.6 µM; 220,000 compounds, 0.17% hits; AID 1416;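 active = inhibition above the mean inhibition of all tested compounds plus 3 SD, set separately per screening campaign, cut at about 2.9% in these data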;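 also: PERK kinase domain activated by AP20187 dimerizer at 100 nM; 0% = DMSO with dimerizer and 100% = rapamycin at 8.4 µM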
Calpain2 inh: calpain II (pig) inhibition | purified calpain II, fluorogenic peptide substrate, 30 min | inhibition, % at 16 µM | 220,000 compounds, 0.37% hits;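 active = inhibition above about 50%, limit read from the data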
KCC2 mod: modulates chloride dependent transport by human KCC2. Q9H2X9. KCC2 cells, thallium flux FluoZin-2 fluorescence. B-score of Tl+ flux slope (higher = more flux/activation; lower = inhibition) at 10 µM. 190,000 compounds, 2.2% hits. AID 1456;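 active = thallium flux slope and its plate-corrected score both differing from the plate sample mean at a set confidence after two filtering rounds, in either direction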;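 also: slope of fluorescence scaled to starting intensity during 10 to 20 s after thallium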
Target sequence (Q9H2X9 whole entry, looked up): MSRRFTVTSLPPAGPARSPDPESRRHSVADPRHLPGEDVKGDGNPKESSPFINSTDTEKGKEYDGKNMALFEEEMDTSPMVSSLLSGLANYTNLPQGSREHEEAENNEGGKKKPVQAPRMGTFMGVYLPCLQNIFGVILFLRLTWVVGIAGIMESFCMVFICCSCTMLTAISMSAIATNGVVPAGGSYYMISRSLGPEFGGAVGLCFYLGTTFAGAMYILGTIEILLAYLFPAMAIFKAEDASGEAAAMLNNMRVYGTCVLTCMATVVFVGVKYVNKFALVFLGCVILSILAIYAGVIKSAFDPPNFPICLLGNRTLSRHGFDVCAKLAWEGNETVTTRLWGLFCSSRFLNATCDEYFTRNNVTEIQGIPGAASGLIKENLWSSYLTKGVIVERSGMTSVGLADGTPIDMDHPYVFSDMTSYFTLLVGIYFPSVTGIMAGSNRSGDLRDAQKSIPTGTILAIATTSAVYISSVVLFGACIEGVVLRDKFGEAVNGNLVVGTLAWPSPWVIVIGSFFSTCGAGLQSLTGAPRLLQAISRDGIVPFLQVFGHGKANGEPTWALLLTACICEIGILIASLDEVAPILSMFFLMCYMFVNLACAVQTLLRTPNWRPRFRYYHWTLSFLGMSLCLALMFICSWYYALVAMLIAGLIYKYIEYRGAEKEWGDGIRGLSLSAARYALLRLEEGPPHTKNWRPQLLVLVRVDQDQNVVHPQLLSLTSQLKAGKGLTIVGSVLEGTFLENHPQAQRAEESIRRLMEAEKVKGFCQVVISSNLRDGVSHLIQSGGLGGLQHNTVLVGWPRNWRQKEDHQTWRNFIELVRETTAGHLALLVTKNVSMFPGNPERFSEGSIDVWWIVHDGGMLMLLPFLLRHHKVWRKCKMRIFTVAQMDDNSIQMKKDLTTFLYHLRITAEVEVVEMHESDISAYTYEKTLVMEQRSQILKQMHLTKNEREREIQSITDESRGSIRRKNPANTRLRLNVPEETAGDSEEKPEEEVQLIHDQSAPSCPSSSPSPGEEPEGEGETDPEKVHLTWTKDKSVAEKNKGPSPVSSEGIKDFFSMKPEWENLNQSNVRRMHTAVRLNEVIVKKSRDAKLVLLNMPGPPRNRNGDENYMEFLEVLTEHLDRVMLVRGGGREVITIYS
Furin inhibitor: human furin inhibition. 220,000 compounds, 0.061% hits. purified furin, fluorogenic substrate cleavage. inhibition, % at 30 µM. P09958; in the data active = inhibition above about 25%; also: inactives centre near -15
hK5 inh: kallikrein 5 (human) inhibition; 210,000 compounds, 0.59% hits; inhibition, % at 5 µM; recombinant hK5, fluorogenic AMC substrate cleavage;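 active = inhibition of 40% or more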;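 also: 0% = enzyme controls without compound and 100% = no-enzyme blanks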
thrombin 1536: thrombin (human) inhibition; inhibition, % at 5 µM; alpha-thrombin, Boc-VPR-AMC fluorogenic substrate cleavage; 220,000 compounds, 0.26% hits; P00734;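 active = inhibition at or above 40%; inactive = inhibition below 40%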;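 also: 0% = enzyme with no compound and 100% = wells without enzyme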
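Test system: human alpha-thrombin protein / Dosing: one concentration per compound, 5 µM, with 0.2% DMSO / Medium: pH 7.5 Tris-saline with Tween 20 / Benchmarks: no-compound enzyme wells and no-enzyme blanks / Read-out basis: percent inhibition of thrombin substrate cleavage / Timing: reaction at room temperature / Measured by: fluorescence, ex 355 nm, em 460 nm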
Rad51 HR inh: Rad51 (human) homologous recombination inhibition; Q06609; hRad51 DNA strand exchange, fluorescence dequenching; inhibition, % at 10 µM; 200,000 compounds, 0.085% hits; AID 1385;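 active = inhibition above 40% at the single screening dose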;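 also: 0% = DMSO control wells and 100% = blanks with heterologous ssDNA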
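material = hRad51 filaments on single-stranded DNA | reagent = Donor/quencher-labelled 47-bp dsDNA substrate | compound = 10 µM final, single point | schedule = strand-exchange reaction 15 min at room temperature | measured by = fluorescein emission 520 nm, excitation 485 nm | read-out basis = % inhibition versus plate control and blank means | benchmarks = plate controls and plate blanks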
FXIa inh: blocks human coagulation factor XIa protease activity | P03951 | purified FXIa, Boc-Glu-Ala-Arg-AMC fluorogenic substrate | inhibition, % at 5 µM | 220,000 compounds, 0.14% hits | AID 798;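 active = inhibition of at least 40%; inactive = inhibition below 40%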;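 also: fluorescence of freed AMC excited at 355 nm; 0% = enzyme without compound and 100% = no enzyme blank; many of its hits are not listed in these tables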
FXIIa inh 1536: blocks human coagulation factor XIIa protease activity; P00748; purified FXIIa, Boc-QGR-AMC fluorogenic substrate, 2 h; inhibition, % at 5 µM; 220,000 compounds, 0.3% hits; in the data active = inhibition above about 40%;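 also: 0% = enzyme with no compound and 100% = blank without enzyme; many of its hits are not listed in these tables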
* marks the source's active call; other numbers are inactive results; · = no result given; [ ] = dose if it differs, or a comment.

PERK inh	Calpain2 inh	KCC2 mod	Furin inhibitor	hK5 inh	thrombin 1536	Rad51 HR inh	FXIa inh	FXIIa inh 1536	structure
0.4	-20	-0.56	-28[20 µM]	2	2	-4	9	21	Cc1ccc(S(=O)(=O)N/N=C2/CC(c3ccccc3)Oc3ccccc32)cc1 (stereo unspecified)
1.3	-8	-0.45	-17	1	-4	6	0	5	CC(C)(C)C(=O)Nc1ccc(N2CCN(c3ccc(C(F)(F)F)cn3)CC2)nc1
0.3	-1	-2.2	-8	-10	0	2	9	3	O=C(Nc1ccc2c(c1)OCCO2)C1CC1c1ccccc1 (stereo unspecified)
2.6	-30	-0.0023	-23	-6	3	25	-3	5	COc1ccc(/C=C(/NC(=O)c2ccccc2Cl)C(=O)O)cc1
0.4	6	-0.35	-5	-12	-4	-12	6	23	O=C(COC(=O)C(Cc1ccccc1)NC(=O)c1ccccc1)c1ccccc1 (stereo unspecified)
0.0	-22	-0.53	-7[20 µM]	12	4	-3	-10	19	COc1cc(C(=O)NC2CCN(Cc3nnnn3Cc3cccs3)CC2)cc(OC)c1OC
-0.2	16	-0.77	-9	4	0	-11	-1	10	O=C(/C=C/c1ccc(O)c(O)c1)c1ccccc1O
0.4	12	-0.7	-15[20 µM]	-4	-7	2	4	6	O=c1oc2ccccc2c(Nc2ccccc2)c1[N+](=O)[O-]
0.4	-34	0.71	-23	-2	-4	5	-4	2	CC1=[N+](C)c2c(ccc3cccnc23)C1(C)C
-0.6	-22	0.21	1[20 µM]	5	-1	2	0	8	Cc1cccc(C)c1NC(=O)CSc1nc(COc2ccccc2)nc2ccccc12
0.3	-27	0.057	-19[20 µM]	3	-9	8	-24	0	C/C=C/Cn1c(Br)nc2c1c(=O)[nH]c(=O)n2C
0.4	10	0.31	-1	-4	1	0	0	6	N/C(=N\S(=O)(=O)c1cc(C(F)(F)F)cc(C(F)(F)F)c1)c1ccc(Cl)cc1
0.7	15	-1	-12	-8	-11	4	0	7	O=C(CCCC(=O)OCC(Cl)=C(Cl)Cl)Nc1ccccc1
0.6	17	-0.54	-6	18	10	·	28	43*	O=C(N[C@H](C(=O)O)c1ccccc1)C1CCC(Cn2nnc3ccccc3c2=O)CC1 (stereo partly specified)
-1.4	14	·	-11[20 µM]	8	8	-8	5	-3	CN1c2ccsc2/C(=N/NC(=O)c2c(F)cccc2F)CS1(=O)=O
1.3	-5	-0.067	-12	4	5	3	3	11	CCC(=O)N(Cc1cc2ccccc2[nH]c1=O)c1ccc(OC)cc1
-0.8	7	-0.55	-21	5	0	·	5	11	Cc1nnsc1C(=O)N1CCC(CO)(Cc2ccccc2Cl)CC1
-0.5	8	1.4	-1	-3	6	-3	-3	6	O=C(O)c1cccc(-c2ccc(/C=N/NC(=O)C3COc4ccccc4O3)o2)c1 (stereo unspecified)
0.2	9	-0.85	-12	-7	-4	2	10	4	O=C(NCc1ccc(Cl)cc1Cl)C1CCN(S(=O)(=O)c2ccc3c(c2)OCCCO3)CC1
0.9	-28	-0.48	-25	·	-3	·	-6	8	O=C(NCc1n[nH]c(=S)n1-c1ccc(Br)cc1)c1ccc(S(=O)(=O)N2CCOCC2)cc1
0.3	4	-0.17	-16[20 µM]	3	-2	-1	-2	15	C=CCSc1nnc(-c2nnc(SCC=C)n2CC)n1CC
0.6	16	·	-19[20 µM]	-10	1	-4	1	7	c1ccc(-n2nnnc2NC2CCCCC2)cc1
-0.2	-2	0.36	0[20 µM]	15	1	2	5	16	CC1(C)N=C(N)NC(Nc2ccc(Br)cc2)=N1
-0.3	26	53*	-10	5	31	·	17	35	C=CCn1c(O)c(N=NC(=S)Nc2ccc(OC)cc2)c2ccccc21
0.3	-10	0.52	-20[20 µM]	-3	1	-9	4	17	CCOC(=O)c1sc(C)c2c(=O)n(CCc3ccccc3)nnc12
0.1	-23	·	-18	9	3	-3	-14	14	O=C1CC(N2CCN(Cc3ccc4c(c3)OCO4)CC2)C(=O)N1Cc1ccc(N2CCCC2=O)cc1 (stereo unspecified)
0.7	-48	·	0	-27	-2	5	1	8	Cn1ccnc1-c1nc2ccccc2[nH]c1=O
-0.7	20	0.48	-14	-5	-15	·	-5	-5	CN(C)CCOC(=O)NCC12CC3CC(CC(C3)C1)C2
1.1	-25	0.0014	-20	-5	3	-7	3	19	Cc1cccn2cc(-c3ccc(F)cc3)nc12
0.7	-25	-1.4	-18	1	-8	4	-3	6	CCOCCCNC(=S)Nc1cc(OCC)c(NC(=O)c2ccco2)cc1OCC

Complete entries as entered above. Screens in order: PERK inh	Calpain2 inh	KCC2 mod	Furin inhibitor	hK5 inh	thrombin 1536	Rad51 HR inh	FXIa inh	FXIIa inh 1536
CC(C)(C)C(=O)Nc1ccc(N2CCN(c3ccc(C(F)(F)F)cn3)CC2)nc1 is listed with 1.3	-8	-0.45	-17	1	-4	6	0	5
C=CCSc1nnc(-c2nnc(SCC=C)n2CC)n1CC is listed with 0.3	4	-0.17	-16[20 µM]	3	-2	-1	-2	15
CN(C)CCOC(=O)NCC12CC3CC(CC(C3)C1)C2 is listed with -0.7	20	0.48	-14	-5	-15	·	-5	-5
C=CCn1c(O)c(N=NC(=S)Nc2ccc(OC)cc2)c2ccccc21 is listed with -0.3	26	53*	-10	5	31	·	17	35
Cc1cccc(C)c1NC(=O)CSc1nc(COc2ccccc2)nc2ccccc12 is listed with -0.6	-22	0.21	1[20 µM]	5	-1	2	0	8

Further records follow:
PERK inh	Calpain2 inh	KCC2 mod	Furin inhibitor	hK5 inh	thrombin 1536	Rad51 HR inh	FXIa inh	FXIIa inh 1536	structure
-0.3	-5	-2.2	-18	-27	0	1	-1	12	CN(C)c1ccc(CNn2cnnc2SCc2ccc(F)cc2)cc1
-0.3	-1	0.0096	-12	9	1	-5	-3	7	COc1ccc(C2(C(=O)Nc3ccc(OC)cc3OC)CCCC2)cc1
-1.0	-4	0.21	-17[20 µM]	-18	2	3	4	4	CCOC(=O)C1CCCN(C(=O)c2cn(CC(C)C)c(=O)c3cc(OC)c(OC)cc23)C1 (stereo unspecified)
0.2	12	·	-8[20 µM]	8	1	3	-15	11	Cc1noc(C)c1C(=O)N1CCOCC1
0.0	-24	0.24	-4	-17	-3	-8	-3	0	CCOC(=O)c1snc(-c2ccc(F)cc2)c1N
-0.6	5	-0.51	-15[20 µM]	-15	3	1	2	0	CCOC(=O)c1ccc(NC(=O)CSc2nnc(-c3ccncc3)n2C)cc1
0.4	-44	1.1	-12	-14	0	5	-7	10	Cc1cc(C)n(-c2ccc(C(=O)C(C#N)c3nc4ccccc4n3C)cc2)n1 (stereo unspecified)
0.2	7	-0.23	-18	-10	2	-8	-2	16	O=C(CN1CCN(S(=O)(=O)c2ccc(Cl)cc2)CC1)Nc1ccc2c(c1)OCO2
0.3	-5	-1.6	-24	-3	2	-3	7	15	Cc1csc2nc(CNC(=O)C3CC=CCC3C(=O)O)cn12 (stereo unspecified)
-0.8	-39	·	0	0	2	2	0	8	Cn1cccc1Cc1nnc(SCC(=O)NCc2ccco2)n1-c1ccc(F)cc1
0.0	18	-0.85	-5	12	-4	·	-11	2	Cc1noc(NS(=O)(=O)c2ccc(NC(=O)COc3ccc(Cl)cc3Cl)cc2)c1C
1.0	18	-0.38	-1	3	-6	·	6	5	Cc1ccc(NC(=S)N2CCCC(c3ccccc3)=N2)cc1
-1.2	-18	-0.54	-1	-15	-7	3	-8	5	COc1ccc(/C=C/c2nc3ccccc3n2Cc2ccccc2OC)cc1
0.7	23	0.36	-16[20 µM]	-7	-4	4	-8	4	CCc1nnc(NC(=O)c2ccc3c(c2)C(=O)N(CC)C3=O)s1
1.2	-8	29*	-7[20 µM]	-7	-3	-8	5	16	CCOC(=O)Cc1csc(NC(=S)NC(=O)c2ccccc2C)n1
-0.2	-1	-1.3	-8	0	-4	16	-4	8	S=C(NC1CCCCC1)N1CCOCCOCCN(C(=S)NC2CCCCC2)CCOCCOCC1
0.9	7	-0.22	-13[20 µM]	0	3	4	15	25	COc1ccc(OC)c(CN2CCCC(CO)C2)c1 (stereo unspecified)
1.3	-9	1.4	-21	-11	3	14	12	10	O=C(c1ccccc1-n1cccc1)N1N=C(C(F)F)CC1(O)C(F)F (stereo unspecified)
1.3	-1	-0.57	-27	2	0	10	-1	9	CC(C)c1ccc(OCc2ccc(C(=O)O)o2)cc1
1.5	-89	0.42	-23	-5	3	9	3	16	Cc1oc2cc(O)ccc2c(=O)c1N1C(=O)c2ccccc2C1=O
-1.4	5	0.047	-20[20 µM]	-13	-6	15	-8	11	COc1ccc(NC(=O)c2ccc(CNS(=O)(=O)c3cccc(OC)c3)cc2)cc1
1.2	1	0.31	-7[20 µM]	-1	-6	4	-4	2	CN(C)c1nc(C(=O)OCCO)nc(N(C)C)n1
-0.1	2	-0.24	-6	·	-7	·	1	11	O=C(CC1C(=O)NCCN1CC1CCCCC1)NCc1cc(F)ccc1F (stereo unspecified)
0.5	-12	-0.65	-13	7	3	-18	-2	5	Cc1ccc(C2C(C#N)=C(N)N(c3cccnc3)C3=C2C(=O)CCC3)c(C)c1 (stereo unspecified)
0.8	10	0.6	-29	-5	1	-3	2	5	CSc1n[nH]c(/N=C/c2oc(O)c3ccccc23)n1
0.8	12	-0.0084	-13	-27	-1	-2	3	3	CCn1c(SC)nc2c(c1=O)SC(C)C2 (stereo unspecified)
0.5	26	0.015	-11[20 µM]	-2	0	1	-4	9	CCc1cccc(NC(=O)COc2ccccc2)c1
0.7	-2	0.05	-19	-21	-4	·	7	7	O=C(COc1ccc(Br)cc1)Nc1cc(S(=O)(=O)N2CCCCC2)ccc1N1CCCCC1
0.7	-70	-0.068	-14	-1	5	-6	3	7	COC(=O)c1cn(NC(=O)/C=C/c2ccc(OC)c(OC)c2)c(=O)c2ccccc12
1.6	-9	1.1	-13	-11	0	·	9	12	Cc1cc(C)c(S(=O)(=O)n2c([N+](=O)[O-])cnc2C)c(C)c1
-1.6	18	·	-8[20 µM]	0	-7	3	-8	-6	CCCC/C(O)=C1\C(=O)CC(C)(C)CC1=Nc1ccccc1OC
0.9	-4	0.047	-16	-20	0	6	6	16	CN(Cc1nc2ccccc2c(=O)[nH]1)c1ccccc1
0.7	-9	-1.2	-12	-6	-2	10	-5	0	Cc1c(Br)c([N+](=O)[O-])nn1CC(=O)N(C)Cc1ccccc1
1.4	-14	-1.4	-16	-17	3	-1	3	17	c1ccc2c(-c3nnc4n3CCCCC4)c[nH]c2c1
0.1	-36	-0.068	-21	-5	-6	7	2	16	Cc1cccn2cc(CNS(=O)(=O)c3cccc(F)c3)nc12
2.4	17	0.78	-4	7	2	18	2	5	O=c1[nH]cc(COCC(F)CCl)c(=O)[nH]1 (stereo unspecified)
0.2	-30	-0.32	-25	-16	-7	0	13	4	CN(CC(=O)Nc1sccc1C#N)Cc1ccccc1
-0.4	1	-0.88	-14	6	-6	·	-15	-7	Cc1noc(C)c1C(=O)N1CCC(Cc2ccccc2)CC1
0.2	1	0.89	-7	-6	-8	10	2	8	CC(NC(=O)CSC(=S)N(C)C)C12CC3CC(CC(C3)C1)C2 (stereo unspecified)

FXIIa inh 1536, entries above that show a hit.
PERK inh	Calpain2 inh	KCC2 mod	Furin inhibitor	hK5 inh	thrombin 1536	Rad51 HR inh	FXIa inh	FXIIa inh 1536	structure
0.6	17	-0.54	-6	18	10	·	28	43*	O=C(N[C@H](C(=O)O)c1ccccc1)C1CCC(Cn2nnc3ccccc3c2=O)CC1 (stereo partly specified)

Some of the compounds tested, so the mix of outcomes need not match the whole.
